Assay outcomes: PubChem BioAssay, National Center for Advancing Translational Sciences (NCATS)
D2 antag – D2 dopamine receptor (human) antagonism. HEK293 TREx D2 cells, calcium flux, dopamine EC80. inhibition, % at 10 µM. 2% of 340,000 active. AID 485344; in the data active means inhibition above about 30%; further: 0% is about no effect
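Compounds are added to dye-loaded, induced HEK293 T-REx cells coupled to calcium release via D2; after a 3 min kinetic read an EC80 dopamine stimulus is given and fluorescence is recorded for 3 more min.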
TRHR PAM – TRH receptor (human) allosteric enhancement; TRHR cells, fluo-8 calcium fluorescence, EC20 TRH enhancement; enhancement, % at 2 µM; 0.66% of 360,000 active; in the data active means enhancement above about 30%; further: 0% is about no effect
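TRHR-expressing cells loaded with fluo-8 calcium dye were read kinetically (ex 480/em 530) during compound addition, then stimulated with an EC20 of TRH (10 nM final). Enhancement of the Gq-mediated intracellular calcium response was scored.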
PI4K2A block – PI4K2A (human) kinase inhibition | purified PI4K2A, ADP-Glo luminescence, 1 h; active compounds read low | activity change, negative = inhibition, % at 76.9 µM | 0.13% of 420,000 active; in the data active means activity change below about -50%; inconclusive means mostly about -30% to -49%;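 further: -100% = wells without enzyme as full effect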
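PI4K2A activity was measured by ADP-Glo luminescence: enzyme (4 ug/mL stock) and phosphatidylinositol (1.2 mM stock) in Tris pH 7.5/MgCl2/EGTA/Triton X-100 buffer were reacted with ATP (300 microM stock) for one hour at ambient temperature.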
TRHR ag – agonists of human TRH receptor; activation, % at 2 µM; P34981; TRHR cells, calcium flux fluo-8, FDSS agonist mode; 0.18% of 360,000 active; in the data active means activation above about 30%; further: 0% is about no effect
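Read-out: compound-evoked intracellular calcium rise in TRHR cells, fluo-8 dye, kinetic FDSS fluorescence at 1 s/cycle following a 10-cycle baseline. Cells cultured overnight before dye loading (30 min–1.5 h, RT).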
D2 ag – agonists of human D2 dopamine receptor. HEK293 T-REx D2 cells, calcium flux agonist mode. AID 485358. P14416. activation, % at 2 µM. 0.53% of 340,000 active;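 active means activation over 3 SD above normal in the single-dose calcium agonist read, cut at about 30% in these data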; further: 0% is about no effect
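Calcium-flux readout, 1 cycle/sec over 180 s following compound pin transfer, in inducible HEK293 Trex D2 cells (force-coupled); dopamine controls included. Positive calcium responses during this window marked compounds as potential agonists.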
rTrxR1 inhibitor – blocks rat thioredoxin reductase 1. recombinant rTrxR1, NADPH fluorescence consumption, selenite substrate. AID 588453. O89049. 1% of 390,000 active. Potency, µM (titrated, usually from 114 µM), without a hit: at the top dose activity change, negative = inhibition, usual class: inhibitors; further: potency means the concentration at half of the fitted maximal effect; on the % scale 0 is the no-effect control and ±100 the full control effect; nearly all actives have a fitted effect of over 65% in size
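Rat TrxR1 (90 nM in the dispensed reagent) was pre-reduced with 400 uM NADPH for 5 min at room temperature, then incubated with compound for 15 min. After 400 uM selenite was added, NADPH fluorescence (Ex 340/Em 450 nm) was followed for 8 min.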
mIDH1 inhibitor – human IDH1 R132H inhibition | O75874 | IDH1-R132H enzyme, NADPH consumption, diaphorase/resazurin fluorescence | Potency, µM (titrated, usually from 76.6 µM), without a hit: at the highest dose activity change, negative = inhibition, actives largely listed as inhibitors | 0.093% of 390,000 active | AID 602179; further: potency means the concentration at half of the fitted maximal effect; on the % scale 0 is the no-effect control and ±100 the full control effect; nearly all actives have a fitted effect of over 65% in size
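IDH1-R132H (0.5 ug/mL dispensed) in pH 7.5 Tris buffer was preincubated 30 min with compound, then given a substrate mix of 0.016 mM NADPH and 2 mM alpha-KG for 80 min at room temperature; remaining NADPH was read by diaphorase/resazurin fluorescence.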
TrxR1 substrate – is turned over as a substrate by rat TrxR1. Potency, µM (titrated, usually from 114 µM), for the others: at the highest dose activity change, negative = substrate turnover. AID 588456. 0.01% of 390,000 active. purified TrxR1 substrate turnover, NADPH consumption readout. O89049; further: potency means the concentration at half of the fitted maximal effect; on the % scale 0 is the no-effect control and ±100 the full control effect; nearly all actives have a fitted effect of over 50% in size
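Rat TrxR1, dispensed at 90 nM, was prereduced with 400 uM NADPH (final) for 5 min at ~22 deg C, then incubated with compound 15 min before 400 uM selenite. A first-read NADPH fluorescence drop versus no-compound background flagged substrates.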
USP1-UAF1 inh – USP1/UAF1 (human) deubiquitinase inhibition | O94782 | recombinant USP1/UAF1, Ub-Rhodamine cleavage fluorescence | Potency, µM (doses to about 57.1 µM), without a hit: at the top dose activity change, negative = inhibition, actives largely listed as inhibitors | 0.23% of 390,000 active; further: potency means the concentration at half of the fitted maximal effect; on the % scale 0 is the no-effect control and ±100 the full control effect; nearly all actives have a fitted effect of over 60% in size; inactives centre near -12
Target sequence (O94782 whole entry, looked up): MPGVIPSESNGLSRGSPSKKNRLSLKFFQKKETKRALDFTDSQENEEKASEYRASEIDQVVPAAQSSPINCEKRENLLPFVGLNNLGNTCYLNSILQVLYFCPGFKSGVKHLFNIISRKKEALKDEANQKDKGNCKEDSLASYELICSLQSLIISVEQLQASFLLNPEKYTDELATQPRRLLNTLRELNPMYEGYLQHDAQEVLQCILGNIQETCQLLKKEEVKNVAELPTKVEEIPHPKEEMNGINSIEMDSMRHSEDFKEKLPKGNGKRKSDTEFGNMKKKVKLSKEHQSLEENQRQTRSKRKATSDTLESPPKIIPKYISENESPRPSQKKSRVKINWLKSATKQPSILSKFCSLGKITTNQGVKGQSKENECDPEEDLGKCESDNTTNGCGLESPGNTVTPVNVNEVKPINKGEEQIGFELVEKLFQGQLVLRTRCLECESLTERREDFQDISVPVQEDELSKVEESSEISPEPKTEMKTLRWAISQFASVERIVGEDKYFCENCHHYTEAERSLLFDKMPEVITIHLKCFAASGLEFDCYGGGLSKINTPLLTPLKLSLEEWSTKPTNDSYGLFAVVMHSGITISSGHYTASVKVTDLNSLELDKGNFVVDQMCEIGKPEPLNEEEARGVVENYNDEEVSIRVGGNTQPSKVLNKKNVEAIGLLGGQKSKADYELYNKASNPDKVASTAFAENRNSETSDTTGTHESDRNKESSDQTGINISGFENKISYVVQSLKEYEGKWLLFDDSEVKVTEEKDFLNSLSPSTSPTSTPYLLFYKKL
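1 nM enzyme complex + cpd, 15 min RT; start with Ub-Rho 150nM final; kinetic fluorescence ex 480/em 540, 6 reads q60 s. Buffer 50mM HEPES pH 7.8, 0.5mM EDTA, 0.1 mg/ml BSA, 1mM TCEP, 0.01% Tween-20.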
Numbers without * were called inactive; ? = inconclusive; nt = not tested or not shown; [ ] = remark or other dose. Unless noted, the call rests on the fitted dose curve; in most records, active means well fitted inhibition curve with a large enough effect; inconclusive means small, poorly fitted or top-dose-only effect; inactive means no such curve, though single readings can be large or run the other way. An unsorted share of the library (roughly 3.9% active in at least one column).

SMILES | D2 antag | TRHR PAM | PI4K2A block | TRHR ag | D2 ag | rTrxR1 inhibitor | mIDH1 inhibitor | TrxR1 substrate | USP1-UAF1 inh
COC(=O)[C@]1(C)N[C@H](CN(C)C(=O)Nc2ccccc2)[C@@H]2C(=O)N(Cc3ccccc3)C(=O)[C@@H]21 | nt | nt | 1 | nt | nt | 4% | -2% | -2% | -10%
Oc1cccc(C=NN=C2c3ccccc3-c3ccccc32)c1 | nt | nt | -10 | nt | nt | 11%[57.1 µM] | -2% | 7%[57.1 µM] | -3%
CN(CC(=O)Nc1cccc(Cl)c1)S(=O)(=O)c1ccc2c(c1)n(C)c(=O)c(=O)n2C | 5 | 7 | 1 | 0.5 | 0.1 | 25µM* | 0% | -7% | 5%
O=C1c2ccccc2C(=O)N1c1ccccc1 | nt | nt | 2 | nt | nt | 26% | 0% | 14% | -13%
N#C/C(=C\Nc1ccccc1O)c1nc2ccccc2o1 | -6 | 2 | 3 | 2.4 | 3.6 | -8% | -4% | -10% | -10%
CCO[C@@H]1OC(C(=O)Nc2ccccc2)=C[C@H](C2CC2)[C@H]1CCCO | -3 | 0 | 4 | -0.7 | -0.9 | 13% | 15% | 3% | -25%
Nc1cc2c(cc1[N+](=O)[O-])-c1ccccc1C2=NO | nt | nt | 4 | nt | nt | 4% | -2% | -6% | -17%
O=C(COC(=O)/C=C/c1cccc(C(F)(F)F)c1)NC(=O)NCc1ccccc1 | 1 | 1 | 3 | 0.6 | 0.5 | -5% | 4% | -8% | 1%
CCc1ccccc1NC(=O)Nc1nnc(N(CC)c2ccccc2)s1 | nt | -10 | 1 | -0.3 | nt | 9% | -13% | -2% | -20%
Cc1ccc(CNC(=O)C(=O)NCC2OCCN2C(=O)c2cccs2)cc1 (centres undefined) | 10 | 1 | -5 | -0.3 | 0.8 | 7% | 5% | 7% | -3%
Cc1nn(C)cc1S(=O)(=O)Nc1ccc2c(c1)OCCO2 | -6 | -4 | -1 | -0.9 | 0.5 | 22%[57.1 µM] | -1% | 2%[57.1 µM] | -18%
COc1ccc(CCN2CC(O)=C(c3nc(C)cs3)C2=N)cc1OC | -2 | -1 | -6 | 0.6 | -0.4 | 25%[57.1 µM] | 0% | 7%[57.1 µM] | -8%
CC(C)CC(C(=O)OCC(=O)Nc1cccc(Cl)c1)N1C(=O)C2CC=CCC2C1=O (centres undefined) | 13 | 0 | 3 | 1.2 | 0.4 | -11% | -4% | -18% | -12%
COC(=O)CS(=O)(=O)c1nnc([C@H](Cc2ccccc2)NC(=O)OC(C)(C)C)o1 | -7 | -5 | 38 | 1.0 | 0.2 | 1.3µM* | -2% | 1% | -20%
CC(C)C(=O)NC(=S)Nc1ccccc1F | 6 | -4 | 4 | 0.1 | -0.3 | -26% | 13% | -3% | -9%
O=C(Nc1nnc(SCc2c(Cl)cccc2Cl)s1)c1ccc2ncsc2c1 | -13 | -7 | nt | 0.0 | -1.5 | nt | nt | nt | nt
N=C1SC(CC(=O)Nc2ccc([N+](=O)[O-])cc2)C(=O)N1c1ccccc1 (centres undefined) | 8 | -4 | 3 | 0.2 | 0.8 | 20%[11.4 µM] | 3% | 7%[11.4 µM] | -18%
Cc1ccc(SCC(=O)OCC(=O)N(CCC#N)c2ccccc2)cc1C | -5 | -2 | -3 | 0.0 | 0.4 | -6% | 6% | 2% | ?
CCCCn1c(N)c(N(Cc2ccccc2OC)C(=O)c2c(CC)noc2C)c(=O)[nH]c1=O | 7 | -1 | -2 | -0.2 | 0.0 | 11% | 2% | 4% | -3%
O=C(NCc1ccco1)c1nn2c(C(F)(F)F)cc(-c3cccs3)nc2c1Cl | 21 | 0 | -3 | 3.0 | 2.3 | 7% | 3% | 9% | -16%
COC(=O)c1ccccc1S(=O)(=O)N1CCC(C(=O)Nc2ccc(N3CCOCC3)cc2)CC1 | nt | nt | 2 | nt | nt | 19% | 4% | 3% | 4%
CN(Cc1ccno1)C(=O)CC1C(=O)NCCN1CC(c1ccccc1)c1ccccc1 (centres undefined) | -5 | -5 | -6 | 0.2 | 0.5 | -16% | 0% | 1% | -12%
C=CCn1c(SCc2ccc(Cl)cc2)nc2cc(C(=O)N3CCC(C(N)=O)CC3)ccc2c1=O | nt | 1 | 2 | -0.6 | nt | 6% | ? | 1% | -1%
CC1=Nc2ccccc2/C1=C/c1sc(=S)n(-c2cccc(C(=O)O)c2)c1O | nt | -6 | -1 | 29 | nt | 0%[57.1 µM] | 7% | -8% | 28µM*
CCSc1nnc(NC(=O)C2Cc3ccccc3CN2S(=O)(=O)CC)s1 (centres undefined) | 4 | -3 | -14 | -0.5 | 0.3 | 27%[57.1 µM] | 7% | 14%[57.1 µM] | -13%

(listing goes on)
SMILES | D2 antag | TRHR PAM | PI4K2A block | TRHR ag | D2 ag | rTrxR1 inhibitor | mIDH1 inhibitor | TrxR1 substrate | USP1-UAF1 inh
O=C(NCCN1CCOCC1)c1ccc2c(c1)N(Cc1ccccc1)CCS2 | 3 | -5 | -2 | -0.2 | 0.1 | -2%[57.1 µM] | -4% | 109%[activator][57.1 µM] | -4%
Cc1cc(N2CCOCC2)nc2ccc(NC(=S)NCc3ccc4c(c3)OCO4)cc12 | 0 | 4 | 2 | 3.8 | 0.3 | 4% | -12% | 2% | -22%
COc1cc(C(=O)Nc2nnc(Cc3ccccc3)s2)cc(OC)c1OC | -6 | 1 | 2 | -0.1 | -0.3 | 10% | -10% | -5% | -18%
CC(=O)c1sccc1NC(=O)CC(C)(C)CC(=O)O | 3 | -1 | 5 | -0.2 | -0.1 | 17%[57.1 µM] | -5% | 6%[57.1 µM] | -14%
COc1ccc(/C=N/NC(=O)c2sc(C)nc2C)cc1 | 1 | 2 | -2 | 0.1 | 0.2 | 8%[57.1 µM] | -3% | -3%[57.1 µM] | -6%
CCCCCOC(=O)CSc1nc2sc3c(c2c(=O)n1-c1ccccc1)CC(C)(CC)OC3 (centres undefined) | nt | -11 | 2 | 0.7 | -1.7 | 28% | 0% | 6% | ?
CCC(Sc1nc(C)cc(C)n1)C(=O)O (centres undefined) | 21 | 1 | -1 | -0.5 | -0.4 | 9% | 5% | -4% | -17%
O=C(c1ccc2snnc2c1)N1CCCC1 | 10 | -2 | 0 | 0.4 | 2.2 | 8%[57.1 µM] | 8% | 12%[57.1 µM] | -2%
CC1CN(C(=O)COC(=O)/C=C/c2ccc(C(F)(F)F)cc2)CC(C)O1 (centres undefined) | -12 | -12 | -1 | -0.3 | -1.9 | -3% | 2% | -3% | -18%
O=CC1=C(c2ccccc2)Oc2ccccc2O1 | 29 | -3 | -10 | -0.5 | -2.9 | 4% | 3% | 5% | -23%
Cc1cccc(NC(=O)C2CCCN(S(=O)(=O)c3c(C)nn(C)c3C)C2)n1 (centres undefined) | -19 | 2 | -1 | 0.5 | 1.0 | 2% | 16% | -1% | -22%
O=C(Cn1cc(C(=O)c2ccccc2)c(=O)c2cc3c(cc21)OCCO3)Nc1ccc(F)c(F)c1 | nt | -4 | -2 | -2.2 | 0.4 | 7% | 10% | 0% | -8%
C/C(=N\NC(=O)c1ccc(Cl)cc1)c1ccc2[nH]ccc2c1 | 1 | 0 | -1 | -0.1 | -0.2 | 1%[57.1 µM] | -2% | 8%[57.1 µM] | 3%
COc1ccc(N2CCN(C(=O)CSc3nnc(C)c(=O)[nH]3)CC2)cc1 | 5 | -1 | -2 | 0.0 | 1.5 | 5% | 4% | 10% | ?
COc1ccccc1CN(C)C(=O)c1sccc1-c1ccccc1 | -13 | -15 | 5 | 2.8 | -0.2 | 11% | 5% | 1% | ?
CC(=O)c1sc(NC(=O)C2CC(=O)N(Cc3ccco3)C2)nc1-c1ccccc1 (centres undefined) | -10 | -1 | -5 | 0.1 | 0.5 | -18%[57.1 µM] | -2% | -7% | -2%
O=C(Nc1ncc([N+](=O)[O-])s1)c1ccc2c(c1)OCO2 | 15 | -6 | ? | 3.0 | -0.4 | 5% | 49%[activator] | -8% | -7%
OCCSc1nc2ccccc2n1CCOc1ccccc1 | 10 | -10 | -1 | 0.4 | 0.2 | 22% | 9% | 8% | -7%
COc1ccc(S(=O)(=O)NC2CCCC2)c(OC)c1 | 3 | 0 | -2 | -0.6 | 0.8 | 23% | -4% | 1% | -9%
O=C(c1cc2ccccn2n1)N1CCCC1 | 10 | 14 | nt | 0.1 | 1.2 | nt | nt | nt | nt

Reprinted from above (7 entries):
SMILES | D2 antag | TRHR PAM | PI4K2A block | TRHR ag | D2 ag | rTrxR1 inhibitor | mIDH1 inhibitor | TrxR1 substrate | USP1-UAF1 inh
COc1ccc(N2CCN(C(=O)CSc3nnc(C)c(=O)[nH]3)CC2)cc1 | 5 | -1 | -2 | 0.0 | 1.5 | 5% | 4% | 10% | ?
COc1ccccc1CN(C)C(=O)c1sccc1-c1ccccc1 | -13 | -15 | 5 | 2.8 | -0.2 | 11% | 5% | 1% | ?
CC(=O)c1sc(NC(=O)C2CC(=O)N(Cc3ccco3)C2)nc1-c1ccccc1 (centres undefined) | -10 | -1 | -5 | 0.1 | 0.5 | -18%[57.1 µM] | -2% | -7% | -2%
O=C(Nc1ncc([N+](=O)[O-])s1)c1ccc2c(c1)OCO2 | 15 | -6 | ? | 3.0 | -0.4 | 5% | 49%[activator] | -8% | -7%
OCCSc1nc2ccccc2n1CCOc1ccccc1 | 10 | -10 | -1 | 0.4 | 0.2 | 22% | 9% | 8% | -7%
COc1ccc(S(=O)(=O)NC2CCCC2)c(OC)c1 | 3 | 0 | -2 | -0.6 | 0.8 | 23% | -4% | 1% | -9%
O=C(c1cc2ccccn2n1)N1CCCC1 | 10 | 14 | nt | 0.1 | 1.2 | nt | nt | nt | nt
